High-throughput results from PubChem.
PP1 counter: blocks human PP1-alpha phosphatase, a PP5 counter-screen | inhibition, % at 6.7 µM | P62136 | actives 0.9% (n = 320,000) | AID 2235 | purified PP1alpha, OMFP fluorescence;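 active = inhibition above the mean inhibition of all tested compounds plus 3 SD, computed separately for each screening campaign, cut at about 15% in these data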
Target sequence (P62136 whole entry, looked up): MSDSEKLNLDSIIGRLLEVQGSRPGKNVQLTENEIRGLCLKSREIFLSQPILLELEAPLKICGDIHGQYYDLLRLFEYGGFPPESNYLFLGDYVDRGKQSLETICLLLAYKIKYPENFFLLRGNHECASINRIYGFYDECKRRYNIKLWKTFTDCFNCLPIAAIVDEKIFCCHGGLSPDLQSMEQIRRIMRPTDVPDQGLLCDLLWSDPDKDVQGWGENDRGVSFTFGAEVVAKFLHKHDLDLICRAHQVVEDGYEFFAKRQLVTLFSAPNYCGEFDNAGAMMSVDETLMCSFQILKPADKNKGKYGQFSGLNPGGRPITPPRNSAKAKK
ZTA DNA inh: counter-screen for EBNA-1 inhibitors: inhibitors of Epstein-Barr virus ZTA | P03206 | ZTA-DNA binding, fluorescence polarization | AID 2234 | inhibition, % at 11 µM | actives 0.15% (n = 320,000); in the data active = inhibition above about 33%
Target sequence (P03206 whole entry, looked up): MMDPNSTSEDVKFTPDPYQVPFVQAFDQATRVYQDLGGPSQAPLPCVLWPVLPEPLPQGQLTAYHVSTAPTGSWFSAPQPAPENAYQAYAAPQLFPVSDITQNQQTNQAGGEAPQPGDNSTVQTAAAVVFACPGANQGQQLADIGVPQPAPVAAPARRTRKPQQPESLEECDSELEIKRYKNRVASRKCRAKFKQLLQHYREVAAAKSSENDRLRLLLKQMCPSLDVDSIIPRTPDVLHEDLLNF
Efflux pump inh: blocks antifungal efflux pumps in multiplex yeast assay. S. cerevisiae Candida pump triplex, Nile Red efflux. actives 0.44% (n = 330,000). inhibition, % at 10 µM. AID 485275;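 active = plate passing quality check with inhibition over a set limit, or well fluorescence over plate mean plus 4 SD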;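 also: Nile Red retained in pooled yeast measured as flow cytometry median fluorescence; 0% = buffer negative control and 100% = Enniatin B positive control; higher means more Nile Red kept so more efflux inhibition; some compounds called inactive have numbers as strong as hits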
PREPL inhibitor: inhibits the human prolyl oligopeptidase-like enzyme | Q4J6C6 | AID 2751 | inhibition, % at 5.96 µM | actives 0.68% (n = 320,000) | recombinant PREPL, fluorescence polarization activity-based probe; in the data active = inhibition above about 43%;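 also: 0% = enzyme with DMSO and 100% = wells lacking enzyme; many of its hits are not listed in these tables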
TPT1 inhibitor: inhibitors of Candida albicans tRNA 2'-phosphotransferase TPT1 | recombinant caTPT1, FP RNA substrate dephosphorylation | inhibition, % at 5 µM | actives 0.81% (n = 300,000) | AID 1962;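 active = inhibition above the mean of all tested compounds plus 3 SD, set per screening campaign, cut at about 24% in these data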;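 also: plate controls were DMSO alone for no effect and ferristatin control at 100 nM for full effect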
HCV core dimer: blocks dimerization of HCV core protein; TR-FRET GST/Flag-core106 dimerization, 1536-well; inhibition, % at 5 µM; actives 0.33% (n = 300,000); AID 1899;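 active = inhibition above the mean of all tested compounds plus 3 SD, set per screening campaign, cut at about 45% in these data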
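Assay system: GST-tagged and Flag-tagged HCV core protein residues 1-106 / Times: compound-protein-antibody incubation 4 h at 22.5 °C / Signal: time-resolved FRET, ex 340 nm, em 617 and 671 nm / Evaluation: % inhibition based on acceptor/donor emission ratio / Benchmarks: wells lacking GST-core106 and wells with excess unlabelled core106 / Repeats: singlicate, one well per compound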
PP5 inh: inhibitors of human protein phosphatase 5 (PP5); purified PP5c, OMFP substrate fluorescence; actives 0.18% (n = 320,000); inhibition, % at 6.7 µM;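 active = inhibition above the campaign's mean inhibition across all tested compounds plus 3 SD, cut at about 9.5% in these data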;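 also: 0% = DMSO only and 100% = 100 µM cantharidin control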
Target sequence (P53041 whole entry, looked up): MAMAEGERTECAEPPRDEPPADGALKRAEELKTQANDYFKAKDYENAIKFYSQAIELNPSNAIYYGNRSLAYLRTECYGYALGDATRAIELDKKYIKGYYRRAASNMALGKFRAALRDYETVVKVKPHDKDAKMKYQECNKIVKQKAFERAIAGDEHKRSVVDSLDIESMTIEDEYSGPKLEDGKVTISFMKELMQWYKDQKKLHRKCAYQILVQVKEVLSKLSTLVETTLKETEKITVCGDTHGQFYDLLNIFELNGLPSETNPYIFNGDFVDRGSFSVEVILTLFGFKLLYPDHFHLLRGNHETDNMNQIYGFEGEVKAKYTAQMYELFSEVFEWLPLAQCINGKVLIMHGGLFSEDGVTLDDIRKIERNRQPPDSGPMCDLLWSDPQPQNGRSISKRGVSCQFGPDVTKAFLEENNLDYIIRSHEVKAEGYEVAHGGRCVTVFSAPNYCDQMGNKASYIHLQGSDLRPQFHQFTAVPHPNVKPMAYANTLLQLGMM
EBNA-1 inhibitor: blocks EBNA-1 binding to DNA; actives 0.34% (n = 300,000); AID 1950; EBNA-1 DNA binding, fluorescence polarization; inhibition, % at 14.8 µM; in the data active = inhibition above about 28%
Fh CTSL1 inh: blocks F. hepatica cathepsin L1 in PFM18AAP counter-screen | inhibition, % at 5.96 µM | recombinant F. hepatica cathepsin L1, Z-Leu-Arg-MCA fluorescence | actives 0.49% (n = 300,000);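 active = inhibition above the mean of all tested compounds plus 3 SD, set per screening campaign, cut at about 17% in these data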;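 also: 0% = plate median of test compound wells and 100% = 1 µM Z-Phe-Ala-diazomethylketone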
* hit, by the source's call. This is a subset; the hit share may differ from the screen's.

Screening CCC(C)Nc1nc2c(c(=O)[nH]c(=O)n2C)n1CCOc1ccccc1 (stereo not drawn) returned PP1 counter 0, ZTA DNA inh 5, Efflux pump inh -0.5, PREPL inhibitor 8, TPT1 inhibitor -6, HCV core dimer -7, PP5 inh 0.1, EBNA-1 inhibitor -9 and Fh CTSL1 inh -5.
Screening C/C(=N\N=C(/N)SC1CC(=O)N(c2ccccc2)C1=O)c1cccs1 (stereo not drawn) returned PP1 counter 0, ZTA DNA inh -1, Efflux pump inh 0.0, PREPL inhibitor 8, TPT1 inhibitor -1, HCV core dimer -7, PP5 inh 2.1, EBNA-1 inhibitor 3 and Fh CTSL1 inh 6.
Screening Cc1sc(NC(=O)c2ccccc2)c(C(c2ccccn2)N2CCN(CCO)CC2)c1C (stereo not drawn) returned PP1 counter 0, ZTA DNA inh 2, Efflux pump inh -0.1, PREPL inhibitor 39, TPT1 inhibitor -3, HCV core dimer -1, PP5 inh 0.0, EBNA-1 inhibitor 0 and Fh CTSL1 inh 6.
For Cc1ccc2nc(-c3ccc(SCC(=O)Nc4nc(C)cs4)nc3)[nH]c2c1 the results were PP1 counter -1, ZTA DNA inh 48*, Efflux pump inh 0.2, PREPL inhibitor 7, TPT1 inhibitor 7, HCV core dimer -4, PP5 inh -1.2, EBNA-1 inhibitor 10 and Fh CTSL1 inh 1.
Screening CCOC(=O)/C(=N\Nc1ccccc1Cl)N1CCN(C)CC1 returned PP1 counter -10, ZTA DNA inh 7, Efflux pump inh 0.2, PREPL inhibitor 20, TPT1 inhibitor 1, HCV core dimer -8, PP5 inh 0.2, EBNA-1 inhibitor -6 and Fh CTSL1 inh -2.
`COc1cc(S(=O)(=O)n2nc(C)cc2C)c(OC)cc1Cl` gave PP1 counter -3, ZTA DNA inh 6, Efflux pump inh -0.2, PREPL inhibitor 1, TPT1 inhibitor 1, HCV core dimer -1, PP5 inh -0.2, EBNA-1 inhibitor 2 and Fh CTSL1 inh -2.
For O=C(O)c1cnn2c(C(F)(F)F)cc(-c3ccco3)nc12 the results were PP1 counter -3, ZTA DNA inh 1, Efflux pump inh 0.0, PREPL inhibitor 9, TPT1 inhibitor 0, HCV core dimer -3, PP5 inh -1.5, EBNA-1 inhibitor 6 and Fh CTSL1 inh -1.
For COc1cccc(C(C(=O)NC2CCCCC2)N(C(=O)c2csnn2)C2CC2)c1 (stereo not drawn) the results were PP1 counter -1, ZTA DNA inh 0, Efflux pump inh 0.1, PREPL inhibitor 2, TPT1 inhibitor 2, HCV core dimer 1, PP5 inh 2.0, EBNA-1 inhibitor 2 and Fh CTSL1 inh -8.
Screening O=C(Cc1cccs1)N(Cc1ccco1)C1(C(=O)NC2CCCC2)CCCCC1 returned PP1 counter 1, ZTA DNA inh 8, Efflux pump inh 0.0, PREPL inhibitor 5, TPT1 inhibitor -2, HCV core dimer 6, PP5 inh 2.0, EBNA-1 inhibitor 4 and Fh CTSL1 inh -3.
For CCCCCn1c(=O)[nH]c2cc(C(=O)N3CCN(c4ccc(C(C)=O)cc4)CC3)ccc2c1=O the results were PP1 counter 6, ZTA DNA inh 11, Efflux pump inh 0.1, PREPL inhibitor 19, TPT1 inhibitor 5, HCV core dimer 8, PP5 inh 4.2, EBNA-1 inhibitor 0 and Fh CTSL1 inh 6.
Cc1cccnc1N1C(=O)c2ccc(C(=O)O)cc2C1=O was read as PP1 counter -2, ZTA DNA inh 3, Efflux pump inh 0.1, PREPL inhibitor 3, TPT1 inhibitor -2, HCV core dimer -2, PP5 inh -0.2, EBNA-1 inhibitor 6 and Fh CTSL1 inh -1.
`Cc1ccc(NC(=O)NNc2cccc(Cl)n2)cc1` gave PP1 counter -2, ZTA DNA inh 7, Efflux pump inh -0.1, PREPL inhibitor 2, TPT1 inhibitor 0, HCV core dimer 1, PP5 inh -0.5, EBNA-1 inhibitor 6 and Fh CTSL1 inh 4.
`COc1ccc(C(=O)OCCCOC(=O)c2ccc(OC)cc2OC)c(OC)c1` gave PP1 counter 1, ZTA DNA inh 4, Efflux pump inh -0.1, PREPL inhibitor -8, TPT1 inhibitor 2, HCV core dimer 6, PP5 inh 3.5, EBNA-1 inhibitor 5 and Fh CTSL1 inh 0.
CC(NC(=O)Cc1ccccc1)c1ccc(F)cc1 (stereo not drawn) was read as PP1 counter 1, ZTA DNA inh -21, Efflux pump inh -0.2, PREPL inhibitor -1, TPT1 inhibitor -3, HCV core dimer -11, PP5 inh 1.5, EBNA-1 inhibitor -3 and Fh CTSL1 inh -4.
For CC1Cc2ccccc2N1C(=O)C1CCN(S(=O)(=O)Cc2ccccc2)CC1 (stereo not drawn) the results were PP1 counter 2, ZTA DNA inh 2, Efflux pump inh 0.1, PREPL inhibitor -5, TPT1 inhibitor 0, HCV core dimer 3, PP5 inh 1.8, EBNA-1 inhibitor 10 and Fh CTSL1 inh 0.
Screening CC(=O)c1cccc(NC(=O)N2CCC(C(=O)c3ccc(F)cc3)CC2)c1 returned PP1 counter 6, ZTA DNA inh -3, Efflux pump inh -0.1, PREPL inhibitor 10, TPT1 inhibitor -2, HCV core dimer -6, PP5 inh 2.7, EBNA-1 inhibitor 3 and Fh CTSL1 inh -1.
CC(=O)Nc1ccc(NC(=O)CN(C)S(=O)(=O)c2ccc3c(c2)CCC(=O)N3)cc1 was read as PP1 counter 0, ZTA DNA inh 2, Efflux pump inh 0.1, PREPL inhibitor -4, TPT1 inhibitor -2, HCV core dimer -1, PP5 inh 2.8, EBNA-1 inhibitor -12 and Fh CTSL1 inh 0.
For Cc1ccc(C)c(C(=O)Nc2ccncc2)c1 the results were PP1 counter 1, ZTA DNA inh 12, Efflux pump inh 0.3, PREPL inhibitor -3, TPT1 inhibitor 0, HCV core dimer 1, PP5 inh -0.1, EBNA-1 inhibitor -7 and Fh CTSL1 inh 2.
`Cc1ccccc1/[N+]([O-])=C/c1ccncc1` gave PP1 counter -4, ZTA DNA inh -2, Efflux pump inh -0.2, PREPL inhibitor 4, TPT1 inhibitor -1, HCV core dimer -3, PP5 inh -0.5, EBNA-1 inhibitor -6 and Fh CTSL1 inh 3.
CCCCCCCc1c(O)nc(SCCN(C)C)[nH]c1=O was read as PP1 counter -3, ZTA DNA inh 7, Efflux pump inh 0.2, PREPL inhibitor 10, TPT1 inhibitor 0, HCV core dimer -2, PP5 inh -0.2, EBNA-1 inhibitor -7 and Fh CTSL1 inh -2.
`COc1cccc(N2CN(CCc3ccccc3)CNC2=S)c1` gave PP1 counter -6, ZTA DNA inh -4, Efflux pump inh 0.3, PREPL inhibitor 5, TPT1 inhibitor -1, HCV core dimer 0, PP5 inh 0.9, EBNA-1 inhibitor 1 and Fh CTSL1 inh -3.
For Cn1c(CC(=O)Nc2cccc(Cl)c2Cl)nnc1SCC(=O)NC1=NCCS1 the results were PP1 counter 5, ZTA DNA inh 8, Efflux pump inh -0.2, PREPL inhibitor 13, TPT1 inhibitor 3, HCV core dimer 2, PP5 inh 0.5, EBNA-1 inhibitor 5 and Fh CTSL1 inh 0.
Cn1c(=O)c2c3c(sc2n2cnnc12)CCC3 was read as PP1 counter -1, ZTA DNA inh -1, Efflux pump inh 0.0, PREPL inhibitor 9, TPT1 inhibitor -4, HCV core dimer -1, PP5 inh -1.8, EBNA-1 inhibitor 0 and Fh CTSL1 inh -1.
CNc1cnn(-c2ccc(C)cc2)c(=O)c1Sc1ccc(C)cc1 was read as PP1 counter 0, ZTA DNA inh -1, Efflux pump inh 0.0, PREPL inhibitor 3, TPT1 inhibitor -1, HCV core dimer 9, PP5 inh -1.6, EBNA-1 inhibitor -11 and Fh CTSL1 inh 3.
For CCc1ccccc1NCC(=O)Nc1ccc(Cl)c(C(F)(F)F)c1 the results were PP1 counter 3, ZTA DNA inh 16, Efflux pump inh -0.1, PREPL inhibitor 12, TPT1 inhibitor -2, HCV core dimer -7, PP5 inh 7.8, EBNA-1 inhibitor 8 and Fh CTSL1 inh 7.
Screening CC(C)[C@H](NC(=O)OCc1ccccc1)C(=O)OCC(=O)N1CCN(c2ccc(F)cc2)CC1 returned PP1 counter 3, ZTA DNA inh -2, Efflux pump inh 0.2, PREPL inhibitor 17 and PP5 inh 2.1.
O=S(=O)(c1ccccc1)N1CCN(c2ncccn2)CC1 was read as PP1 counter 1, ZTA DNA inh -1, Efflux pump inh 0.1, PREPL inhibitor -3, TPT1 inhibitor 1, HCV core dimer 4, PP5 inh 1.8, EBNA-1 inhibitor -7 and Fh CTSL1 inh 3.
`O=C(CSc1nnc(CN2CCCCC2)n1-c1ccccc1)c1ccc2c(c1)OCO2` gave PP1 counter 0, ZTA DNA inh 8, Efflux pump inh 0.0, PREPL inhibitor 20, TPT1 inhibitor -1, HCV core dimer -3, PP5 inh 2.1, EBNA-1 inhibitor 7 and Fh CTSL1 inh 1.
Screening CCN(CC(=O)Nc1ccc2c(c1)OCCO2)C(=O)C1CCCCC1 returned PP1 counter 1, ZTA DNA inh 1, Efflux pump inh 0.0, PREPL inhibitor 18, TPT1 inhibitor 1, HCV core dimer -6, PP5 inh 2.0, EBNA-1 inhibitor 1 and Fh CTSL1 inh 0.
Nc1cc(-c2nc3ncccc3o2)ccc1Cl was read as PP1 counter 0, ZTA DNA inh -14, Efflux pump inh -0.2, PREPL inhibitor 3, TPT1 inhibitor -1, HCV core dimer -1, PP5 inh 0.4, EBNA-1 inhibitor -9 and Fh CTSL1 inh 0.
`O=C(CCCNS(=O)(=O)c1ccc(Br)cc1)N1CC[C@@]2(O)CCCC[C@H]2C1` gave PP1 counter -3, ZTA DNA inh 6, Efflux pump inh 0.1, PREPL inhibitor 6, TPT1 inhibitor -3, HCV core dimer -1, PP5 inh 4.0, EBNA-1 inhibitor -5 and Fh CTSL1 inh -1.
Screening CN1C(=O)S/C(=C/c2cccnc2)C1=O returned PP1 counter 1, ZTA DNA inh 0, Efflux pump inh 0.0, PREPL inhibitor 16, TPT1 inhibitor -5, HCV core dimer -11, PP5 inh 1.2, EBNA-1 inhibitor 4 and Fh CTSL1 inh 3.
`C/C(=N/NC(=O)c1ccn(C)n1)c1ccncc1` gave PP1 counter -6, ZTA DNA inh 5, Efflux pump inh 0.1, PREPL inhibitor 11, TPT1 inhibitor 2, HCV core dimer -1, PP5 inh 2.8, EBNA-1 inhibitor 0 and Fh CTSL1 inh 1.
For COc1cc(NC(=O)c2c3c(nc4ccccc24)CCC3)cc(OC)c1 the results were PP1 counter -2, ZTA DNA inh 12, Efflux pump inh 0.0, PREPL inhibitor 0, TPT1 inhibitor -1, HCV core dimer -1, PP5 inh 0.6, EBNA-1 inhibitor -4 and Fh CTSL1 inh -2.
`O=C(CN1C(=O)CSc2ccc(S(=O)(=O)N3CCOCC3)cc21)NCc1ccc(F)cc1` gave PP1 counter 0, ZTA DNA inh 10, Efflux pump inh -0.1, PREPL inhibitor -11, TPT1 inhibitor 0, HCV core dimer 6, PP5 inh 0.3, EBNA-1 inhibitor 5 and Fh CTSL1 inh -4.
`COc1ccc(CC(=O)NCC2CCCN(Cc3ccc(F)c(OC)c3)C2)cc1` (stereo not drawn) gave PP1 counter -2, ZTA DNA inh -12, Efflux pump inh -0.1, PREPL inhibitor 1, TPT1 inhibitor 0, HCV core dimer -57, PP5 inh 1.4, EBNA-1 inhibitor 0 and Fh CTSL1 inh 2.
